S3 lipid droplet – qHTS Assay for Lipid Storage Modulators in Drosophila S3 Cells | Drosophila S3 cells, BODIPY lipid droplet fluorescence, 18-24 h; cells fed with added oleic acid | Potency in µM for hits, for the others lipid storage change, negative = inhibition, % at the top dose, mostly 46.1 µM | hit rate 0.64% among 320,000; active = well fitted inhibition curve with a large enough effect in the signal ratio, with a control signal flat, not every such curve was filed as active; inconclusive = small, poorly fitted or top-dose-only effect, or effect the other way, or a change in a side signal; the % refers to the signal ratio
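Drosophila S3 cells loaded with oleic acid (400 uM, as added) and compounds at several concentrations; lipid droplets imaged by 488-nm laser-scanning cytometry, 500–530 nm intensity and object ratio to cell channel. Percent activity normalized to 20 uM Triacsin C.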
S3 lipid droplet cell count max – further read-out of S3 lipid droplet, marked with its call; cell number change, %; measured here: cell count max response;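 cells counted by Cell Tracker Red CMTPX staining in the red channel; peak over a dose series mostly up to 46.1 µM; percent activity relative to internal control wells on each plate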
The depositor's hits bear a star; i = inactive; ? = inconclusive; . = not tested or not shown. % is scaled to controls: 0 for no effect and ±100 for the full control effect; potency is read from the fitted curve at half-maximal effect. This is a subset, so the mix of outcomes need not match the whole.

SMILES	S3 lipid droplet	S3 lipid droplet cell count max
CS(=O)(=O)c1ccc(NCC2CCCO2)c([N+](=O)[O-])c1 (centres undefined)	i	-16.7
N=c1sccn1CC(=O)NCCc1ccc(Cl)cc1Cl	?	.
COc1cc(C(c2c(NC(=O)c3ccco3)sc(C)c2C)N2CCOCC2)cc(OC)c1OC (centres undefined)	?	.
COc1ccc(-c2csc(NCc3ccco3)n2)cc1C	?	.
O=C(CCCc1ccccc1)NCCS(=O)(=O)N1CCN(c2ccc(F)cc2)CC1	i	17.0
O=S(=O)(c1ccc(F)cc1)N1CCCC(c2nc(-c3ccc(F)cc3)no2)C1 (centres undefined)	-16.6%	2.0
O=C(OCC(=O)N1CCCC1)c1c2c(nc3ccccc13)CCCCC2	?	.
O=C(Cn1cc(C(F)(F)F)ccc1=O)N/N=C/c1cccc(Cl)c1	?	.
COc1ccc(/C=C/c2nc(N)nc(-c3ccccc3O)n2)cc1	3.2%	0.4
COc1ccc(N2CCN(C(c3cccs3)C(C)NS(=O)(=O)c3ccccc3)CC2)cc1 (centres undefined)	?	.
COc1cccc(Cn2cnc3c(NS(=O)(=O)c4ccc(Cl)cc4Cl)c(C)c(C)cc32)c1	-13.8%	.
CCN(Cc1ccccc1)C(=O)c1cccc(OC2CCN(C(=O)C3CC3)CC2)c1	8.2%	-21.2
N#Cc1nc(COc2ccc(F)cc2)oc1N1CCCCC1	-9.1%	.
CC1=C(C(=O)OC(C)(C)C)C(c2ccc3ccccc3c2)NC(=O)N1C (centres undefined)	6.8%	0.2
COc1ccc(CC(=O)NNS(=O)(=O)c2ccc(F)cc2)cc1OC	?	.
Cc1ccc(OCC(=O)N2CCCCCCC2)cc1C	-17.7%	9.1
CCC(C)NC(=O)C1CCN(S(=O)(=O)N2CCOCC2)CC1 (centres undefined)	2.5%	8.9
Cc1ccc(NC(=O)NC(=O)CN2CCC(C(N)=O)CC2)c(C)c1	?	.
COc1ccccc1-c1ccc(SCc2ccc(F)cc2)nn1	?	.
CC12C(=O)N(c3ccc(OC(=O)c4ccco4)cc3)C(=O)C1C1c3ccccc3C2c2ccccc21 (centres undefined)	-7.3%	-2.4
Cc1cccc(-c2noc(CNC(=O)COc3ccccc3C)n2)c1	?	.
CS(=O)(=O)c1ccc(C(=O)OCc2nnc(-c3ccc(Cl)cc3)o2)cc1[N+](=O)[O-]	?	.
O=C(CSc1nnc2ccccn12)NC(=O)NC1CCCC1	i	.
Cc1nc(N)nc(C)c1Cc1ccccc1	?	.
Cc1ccc(N(CC(=O)N2CCN(C3CCCCC3)CC2)S(=O)(=O)c2cccnc2)cc1	?	.
CCN(CC)C(=O)C1CCCN(Cc2ccccc2F)C1 (centres undefined)	?	.
Oc1ccccc1C1Nc2cccc3cccc(c23)N1	i	.
O=C(CNC(=O)c1ccccc1)NCc1ccc(Cl)cc1	-19.5%	-5.1
CCCCn1c(N)c(N(CCC(C)C)C(=O)COC(=O)c2cccnc2OCC)c(=O)[nH]c1=O	-1.9%	-0.3
O=C(N[C@@H](Cc1ccccc1)C(=O)NC1CCCCCC1)c1ccco1	2.7%	15.2
CCN(CC)S(=O)(=O)c1ccc(C(=O)N2CCc3ccccc32)cc1	?	.
CC1CC(C)CN(C(=O)c2nn(C)c3c2CSc2ccccc2-3)C1 (centres undefined)	14.6%	8.9
CC1CCN(c2ccc3nnc(CCC(=O)NC(C)C)n3n2)CC1	?	.
O=C(CSc1nnc(-c2ccccn2)o1)Nc1ccc(F)cc1	?	.
Cn1nccc1C(=O)Nc1cccc(C(F)(F)F)c1	?	.
COc1ccc(C(=O)N[C@H]2CCCCNC2=O)cc1OC1CCN(C(C)C)CC1	-12.1%	-10.4
O=C1OCC(c2ccccc2)=C1c1ccc(S(=O)(=O)N2CCOCC2)s1	?	.
COc1ccc(CCN2CC(C(=O)NCc3cc(C(C)C)no3)CCC2=O)cc1 (centres undefined)	2.3%	.
CCN(CC)S(=O)(=O)c1cccc(-c2nnc(SCCOc3ccccc3)o2)c1	?	.
Cc1ccc(NC(=O)C2CCCCC2)c(O)c1	6.6%	-6.7
Cc1ccc(S(=O)(=O)NCC(=O)OCC(=O)Nc2ccccc2OC(F)F)cc1	15.1%	13.5
N#C/C(=C\c1ccc(OCCN2CCOCC2)cc1)C(=O)Nc1ccccc1F	?	.
Cc1ccc(N(CC(=O)NCCc2ccccc2)C(=O)c2csnn2)cc1	?	.
CC(C)NC(=O)COc1ccc(S(=O)(=O)N(C)Cc2ccccc2)cc1	14.5%	-4.1
CCOC(=O)NC(=O)c1cn(CCNCCO)c(=O)[nH]c1=O	?	.
O=C(CCc1ccccc1)Nc1ccc2c(c1)C(=O)OC2	7.2%	5.6
Cc1noc(C)c1S(=O)(=O)Nc1ccccc1OC(F)(F)F	5.6%	-8.4
COc1ccccc1C(=O)NC(=O)COC(=O)CCOc1ccccc1C	16.6%	27.4
CCCC(=O)OCC(=O)NC1CCCc2ccccc21 (centres undefined)	-9.4%	-23.8
CCO[C@@H]1OC(C(=O)NC2CC2)=C[C@H](c2c[nH]c3ccccc23)[C@H]1CCCO	-1.5%	5.2

Three structures from above, sorted by SMILES length, smallest number first.
SMILES	S3 lipid droplet	S3 lipid droplet cell count max
O=C(CSc1nnc(-c2ccccn2)o1)Nc1ccc(F)cc1	?	.
CCC(C)NC(=O)C1CCN(S(=O)(=O)N2CCOCC2)CC1 (centres undefined)	2.5%	8.9
COc1cc(C(c2c(NC(=O)c3ccco3)sc(C)c2C)N2CCOCC2)cc(OC)c1OC (centres undefined)	?	.

(listing goes on)
SMILES	S3 lipid droplet	S3 lipid droplet cell count max
CC(C)Cc1nnc(NC(=O)CCC(=O)Nc2ccccc2F)s1	-4.8%	11.2
O=C(/C=C/c1ccc2ccccc2n1)c1cc(Br)ccc1O	?	.
O=C(Nc1cccc(F)c1)c1cc(S(=O)(=O)N2CCC3(CC2)OCCO3)ccc1F	1.7%	-9.8
O=C(N/C(=C\c1cccc([N+](=O)[O-])c1)C(=O)N1CCOCC1)c1cccc(Br)c1	1.0%	12.7
C=CCN1C(=O)C(Cc2ccc(C)cc2)S/C1=N/N=C/c1ccco1 (centres undefined)	-2.9%	.
N#Cc1ccc(NC(=O)CNc2cc(S(=O)(=O)N3CCOCC3)ccc2NCC2CCCO2)cc1 (centres undefined)	?	.
O=C(O)COc1ccc(/C=N/NC(=O)c2cn(-c3ccccc3)nc2-c2ccccc2)cc1	-12.0%	24.3
Clc1cccc(CSc2ncn(-c3ccccc3)n2)c1	?	.
CN(C)c1ccc(/C=N/N(Cc2ccccc2)c2ccccc2)cc1	3.6%	3.8
COc1ccc(C(=O)N(C)Cc2ccccn2)cc1OC1CCN(C(C)C)CC1	?	.
CCOC(=O)/C(=C\c1ccc([N+](=O)[O-])o1)NC(=O)c1ccccc1	?	.
CC(C)(C)C(=O)Nc1cc(S(=O)(=O)Nc2ccc(Cl)cc2)ccc1O	-8.8%	.
Cc1nc2sc(C(c3cccs3)N3CCOCC3)c(O)n2n1 (centres undefined)	2.9%	-0.7
COc1ccc(-c2cc(C(=O)NCCN3CCOCC3)c3ccccc3n2)cc1	?	.
O=C(CCC1CCCN(C(=O)c2ccsc2)C1)N1CCN(c2ccccn2)CC1 (centres undefined)	?	.
O=C1CSC(=Nc2cccc(Cl)c2Cl)N1	i	-5.5
Cc1ccccc1-n1c(=O)c2ccccc2n2c(=O)[nH]nc12	-4.9%	-13.5
CC1CC2(C)Oc3ccccc3C3OCC1(CO)C(C)C32 (centres undefined)	?	.
COc1ccc(Nc2oc(-c3ccccc3)nc2C#N)cc1	?	.
Fc1ccc(CNCc2ccco2)cc1	1.0%	13.3
Cc1ccc(/C(C#N)=C\c2cn(C)c3ccccc23)cc1	i	.
O=C(NCCOc1ccccc1)C1CCC(=O)N(CCc2ccccn2)C1 (centres undefined)	i	0.5
COc1ccc(Nc2nc(=O)[nH]nc2C)cc1	i	.
CCOC(=O)Nc1ccc(C(=O)NCC2CCCO2)cc1 (centres undefined)	i	-15.8
CCCCN(CC)C(=O)c1cc2c(=O)n3cccc(C)c3nc2s1	3.5%	-3.1
O=c1nc2s/c(=C\c3ccco3)c(=O)n2nc1Cc1ccccc1	20.9%	-2.7
CC(C)(C)C1CCC(=NNC(=S)Nc2cccnc2)CC1 (centres undefined)	?	.
COc1ccc(CNC(=O)c2nnn(Cc3ccc(OC)cc3)c2N)cc1	?	.
O=[N+]([O-])/C(=C\Nc1ccccc1)S(=O)(=O)c1ccccc1	-22.1%	-13.0
COc1ccccc1-n1c(SCC(=O)Nc2ccc3c(c2)OCO3)nc2c(c1=O)SCC2	?	.
Oc1ccccc1CN(Cc1ccco1)CC(O)COCc1ccc(Cl)cc1 (centres undefined)	?	.
COc1ccc(CNc2nc(Cl)c(C#N)s2)cc1	9.5%	10.8
CCOC(=O)N1CCN(S(=O)(=O)CCNC(=O)c2ccccc2)CC1	16.4%	-27.1
COc1ccccc1NS(=O)(=O)c1ccc(NC(=O)c2nc3nc(C)cc(C(F)F)n3n2)cc1	?	.
O=c1cc(N2CCC3(CC2)OCCO3)[nH]c(=O)n1-c1ccc(Cl)cc1	?	.
Cc1ccc(NC(=O)CSc2nnc(-c3n[nH]c4ccccc34)n2-c2ccccc2)c(C)c1	4.9%	-0.3
O=C(Nc1nncs1)c1cc2c(s1)CCC2	?	.
CCCn1c2ccccc2c2cnn(CC(=O)NCCCOC)c(=O)c21	i	.
CCc1cc(C(=O)c2ccc(OC)cc2)c(NC(=O)CN2CCCCC2)s1	?	.
COc1ccc(C(=O)NCc2nnc(SCC(=O)NO)n2Cc2ccccc2)cc1	-6.9%	-4.9

6 entries from above, as a markdown table:
| mol | S3 lipid droplet | S3 lipid droplet cell count max |
| --- | --- | --- |
| COc1ccccc1NS(=O)(=O)c1ccc(NC(=O)c2nc3nc(C)cc(C(F)F)n3n2)cc1 | ? | . |
| CCOC(=O)N1CCN(S(=O)(=O)CCNC(=O)c2ccccc2)CC1 | 16.4% | -27.1 |
| COc1ccc(CNc2nc(Cl)c(C#N)s2)cc1 | 9.5% | 10.8 |
| O=c1cc(N2CCC3(CC2)OCCO3)[nH]c(=O)n1-c1ccc(Cl)cc1 | ? | . |
| CCc1cc(C(=O)c2ccc(OC)cc2)c(NC(=O)CN2CCCCC2)s1 | ? | . |
| CCCn1c2ccccc2c2cnn(CC(=O)NCCCOC)c(=O)c21 | i | . |

Next section.
SMILES	S3 lipid droplet	S3 lipid droplet cell count max
CC(C)N1CCC(N2CCN(Cc3ccc(-c4ccccc4Cl)o3)CC2CCO)CC1 (centres undefined)	-0.7%	-2.8
COc1ccc(N2CCN(C(=O)CCCC(=O)c3ccccc3)CC2)cc1	-9.8%	6.1
COC(=O)c1ccccc1NC(=O)CN(C1CCCCC1)S(C)(=O)=O	24.3%	2.0
COC(=O)CNC(=O)CNC(=O)Nc1ccccc1	7.5%	1.7
CN(C)CCC(=O)c1ccc(F)cc1	?	.
COc1ccc(N=C2SC(C(=O)Nc3ccc(F)cc3)CC(=O)N2C)cc1 (centres undefined)	-5.6%	10.0
Cc1[nH]c(=S)[nH]c(=O)c1CCCO	13.0%	13.8
O=C(CSc1nc2nc3c(cc2c(=O)n1-c1ccccc1)CCCC3)Nc1cccc2ccccc12	?	.
O=C(CN1CCCc2ccccc21)Nc1cc(S(=O)(=O)N2CCCC2)ccc1Cl	?	.
CSc1ccccc1C(=O)Nc1ccc(C)c(C)c1	?	.
c1ccc2c(c1)oc1c(N3CCN(Cc4ccc5c(c4)OCO5)CC3)ncnc12	?	.
CCCCNC(=S)NNC(=O)c1ccco1	8.3%	-0.3
Cc1cc(C(=O)CN2C(=O)NC(Cc3c[nH]c4ccccc34)C2=O)c(C)n1C (centres undefined)	12.2%	-9.5
COc1ccc(NC(=O)CC(C)CC(=O)NCc2ccccc2)c(OC)c1 (centres undefined)	?	.
CCCn1c(=O)c2sccc2n2c(CCCC(=O)NC3CCN(Cc4ccccc4)CC3)nnc12	i	6.7
COc1ccc(C(=O)NCc2nnc(SCC(=O)NCCc3ccccc3)o2)cc1	?	.
CNC(=O)[C@@]1(C)C=C[C@@H](Cc2ccccc2)N1C(=O)OC	0.1%	3.7
Cc1ccc2nc(CSc3nnc(-c4ccco4)o3)cc(=O)n2c1	24.5%	7.7
CCOC(=O)c1c(C)[nH]c(C)c1C(=O)COc1ccc(NC(=O)c2ccco2)cc1	?	.
O=C(COC(=O)c1c(F)cccc1Cl)NC1CCCCC1	?	.
CCSc1nnc(C)c(=O)n1COC(=O)c1ccc(S(=O)(=O)N2CCCC2)cc1	-14.2%	-0.3
COc1ccc(/C=N/Nc2nc(N)cc(Cl)n2)cc1OC	-25.3%	3.9
Cc1ccc(S(=O)(=O)N2CCN(c3ncnc4scc(-c5ccc(F)cc5)c34)CC2)cc1	8.2%	11.3
CCOc1ccc(N2C(=O)CCC2=O)cc1	?	.
N#CCOc1ccccc1/C=N/n1nnnc1N	i	-9.3
CCC1CCCCN1CCCNC(=O)c1cc2c(Cl)nc3ccccc3c2s1 (centres undefined)	13.9%	2.3
N#CN=C(N)c1ccccc1	?	-10.7
CC1CCN(C(=O)CSc2nnc(-c3ccco3)o2)CC1	?	.
Cc1cc(C)c(C#N)c(SCC(=O)N2CCN(Cc3ccccc3)CC2)n1	-11.8%	-14.7

Complete entries, looked up by structure. Screens in order: S3 lipid droplet	S3 lipid droplet cell count max
CS(=O)(=O)c1ccc(NCC2CCCO2)c([N+](=O)[O-])c1 (centres undefined) reads i	-16.7
Cc1ccccc1-n1c(=O)c2ccccc2n2c(=O)[nH]nc12 reads -4.9%	-13.5
COc1ccc(NC(=O)CC(C)CC(=O)NCc2ccccc2)c(OC)c1 (centres undefined) reads ?	.

Bioassay records deposited in PubChem BioAssay by National Center for Advancing Translational Sciences (NCATS).
